High-throughput results deposited in PubChem BioAssay by Broad Institute.
Mtb BioA inh: blocks M. tuberculosis BioA enzyme activity; purified M. tuberculosis BioA enzyme, plate reader; inhibition, % at 9.99 µM; actives 0.096% (n = 360,000); AID 602481; in the data active = inhibition above about 40%
An asterisk follows results filed as active; & = joins results of further samples. A portion of the library. The share of hits here may be higher or lower than overall.

Compound | Mtb BioA inh
COc1cccc(-c2cccc(-c3nc(C(=O)NCCCN4CCOCC4)cc4c3[C@@H](CCO)N(S(=O)C(C)(C)C)C4)c2)c1 (some centres not stated) | -1.7
N#C[C@@H]1[C@H](c2ccc(C3=CCCC3)cc2)[C@@H](CO)N1C(=O)c1ccccn1 | 2.8
C[C@@H]1CCCCO[C@@H](CN(C)S(=O)(=O)c2cn(C)cn2)[C@@H](C)CN([C@@H](C)CO)C(=O)c2cc(NC(=O)Nc3ccc(F)cc3)ccc2O1 | 0.8
CC(C)NC(=O)N1C[C@H]2[C@@H](c3ccccc31)[C@H](CO)N2Cc1ccccc1 | 0.7
C[C@@H]1CN([C@@H](C)CO)C(=O)c2cc(NC(=O)Nc3ccc(F)cc3)ccc2O[C@@H]1CN(C)Cc1ccncc1 | -2.0
OC[C@@H]1[C@H]2c3ccccc3NC[C@H]2N1Cc1cccnc1 | 14
COc1ccc(NC(=O)N(C)C[C@H]2Oc3cc(C#CCN(C)C)ccc3S(=O)(=O)N([C@H](C)CO)C[C@H]2C)cc1 | 1.8
C[C@@H]1CCCCO[C@H](CN(C)Cc2ccc3c(c2)OCO3)[C@H](C)CN([C@H](C)CO)C(=O)c2cc(NC(=O)CCC(F)(F)F)ccc2O1 | -0.9
COc1ccccc1C#Cc1cnc2c(c1)C(=O)N([C@H](C)CO)C[C@@H](C)[C@@H](CN(C)C(=O)CN(C)C)O2 | -0.2
CO[C@H]1CN(C)C(=O)c2cc(NC(=O)Nc3cccc(Cl)c3)ccc2OC[C@@H](C)NC[C@@H]1C | 1.5
CCCC#Cc1ccc([C@H]2[C@H]3CN(S(C)(=O)=O)CCCCN3[C@H]2CO)cc1 | -1.0
O=C(C[C@H]1C[C@@H]2c3cc(NC(=O)NC4CCCC4)ccc3O[C@@H]2[C@@H](CO)O1)NCCN1CCCCC1 | 0.4
COc1ccc(S(=O)(=O)N(C)C[C@@H]2OCCCC[C@@H](C)Oc3ccc(NC(=O)Nc4ccc5c(c4)OCO5)cc3C(=O)N([C@H](C)CO)C[C@@H]2C)cc1 | -2.4
O=S(=O)(c1ccccc1F)N1CCCCN2[C@H](CO)[C@H](c3ccc(-c4cccnc4)cc3)[C@H]2C1 | 5.5
O=C(NCC[C@@H]1CC[C@@H](NC(=O)C2CCC2)[C@@H](CO)O1)c1cnccn1 | -2.1
C=CCN1CCCc2c(-c3ccc(OCCO)cc3)noc2-c2cc(OC)c(OC)cc2CC1 | 1.7
COC(=O)C[C@H]1C=C[C@@H](NC(=O)Nc2ccc(C(F)(F)F)cc2)[C@@H](CO)O1 | -1.0
N#C[C@@H]1[C@@H](c2ccc(/C=C/c3ccccc3)cc2)[C@@H](CO)N1C(=O)C1CCCC1 | 21
CO[C@@H]1CN(C)C(=O)c2ccc(NC(C)=O)cc2OC[C@H](C)N(CC2CCCCC2)C[C@@H]1C | -0.4
CC=Cc1ccc2n(c1=O)C[C@H]1[C@H](CO)[C@@H](C(=O)NCc3ccccc3)[C@@H]2N1C (mixture of isomers) | -2.0
O=C(C[C@@H]1C=C[C@@H](NC(=O)C2CCC2)[C@@H](CO)O1)NCc1ccncc1 | 5.0
C[C@@H]1CN([C@@H](C)CO)C(=O)c2cc(-c3ccc(C(=O)N(C)C)cc3)cnc2O[C@H]1CN(C)Cc1ccc(C(=O)O)cc1 | 4.1
CN1C(=O)c2cc(NC(=O)Nc3ccccc3)ccc2OC[C@@H]2O[C@@H](CC(=O)NC3CCC3)CC[C@H]21 | 4.7
C[C@@H]1CCCCO[C@H](CN(C)C(=O)Nc2cccc3ccccc23)[C@H](C)CN([C@@H](C)CO)C(=O)c2cc(NC(=O)CCCN(C)C)ccc2O1 | -0.5
O=C(Cc1ccccn1)NCC[C@@H]1CC[C@@H](NS(=O)(=O)c2ccc(F)cc2)[C@@H](CO)O1 | -1.9
C[C@@H]1CN([C@H](C)CO)C(=O)c2cc(NS(=O)(=O)c3ccccc3)ccc2O[C@@H]1CN(C)C(=O)Nc1ccccc1 | -1.4
Cc1cc(C(=O)Nc2cccc3c2O[C@H](CN(C)Cc2ccncc2)[C@@H](C)CN([C@@H](C)CO)C3=O)n(C)n1 | -5.5
C[C@@H]1CCCCO[C@@H](CN(C)C(=O)Nc2ccccc2)[C@@H](C)CN([C@H](C)CO)C(=O)c2cc(NS(=O)(=O)c3ccccc3)ccc2O1 | -1.6
O=C(Nc1cccc(F)c1)N1C[C@@H]2[C@H](c3ccccc31)[C@@H](CO)N2C(=O)Cc1ccccn1 | -1.7
CNC(=O)C[C@@H]1CC[C@@H]2[C@@H](COc3ccc(NC(=O)c4ccc(F)cc4)cc3C(=O)N2C)O1 | 0.9

Filtered by structure: the compounds so far containing a cyano group (two)
Compound | Mtb BioA inh
N#C[C@@H]1[C@H](c2ccc(C3=CCCC3)cc2)[C@@H](CO)N1C(=O)c1ccccn1 | 2.8
N#C[C@@H]1[C@@H](c2ccc(/C=C/c3ccccc3)cc2)[C@@H](CO)N1C(=O)C1CCCC1 | 21

Continued:
Compound | Mtb BioA inh
C[C@H]1CN([C@@H](C)CO)C(=O)c2cc(NC(=O)C3CC3)ccc2O[C@@H]1CN(C)S(=O)(=O)c1cn(C)cn1 | 0.7
COc1ccc(NC(=O)N(C)C[C@H]2OCCCC[C@@H](C)Oc3ccc(NC(=O)CCCN(C)C)cc3C(=O)N([C@@H](C)CO)C[C@H]2C)cc1 | -3.3
CC(C)CC#Cc1ccc2c(c1)O[C@H](CN(C)C(=O)c1cnccn1)[C@H](C)CN([C@H](C)CO)S2(=O)=O | 1.3
N#C[C@H]1[C@@H](c2ccc(-c3cccc(F)c3)cc2)[C@@H](CO)N1S(=O)(=O)c1cccc(F)c1 | -0.1
O=C(Nc1cc(Br)ccc1C(=O)NCc1cccc(O)c1)c1ccccc1 | -0.4
CCCC(=O)Nc1ccc2c(c1)OC[C@@H](C)N(Cc1cncnc1)C[C@@H](C)[C@@H](OC)CN(C)C2=O | -1.6
COc1cccc(-c2cccc(-c3nc(C(=O)N(C)C)cc4c3[C@H](CCO)N([S@@](=O)C(C)(C)C)C4)c2)c1 | -0.7
C[C@@H]1CN([C@H](C)CO)C(=O)c2cc(NC(=O)C3CCCCC3)ccc2O[C@H]1CN(C)Cc1ccc(Oc2ccccc2)cc1 | -2.9
CO[C@H]1CN(C)C(=O)c2ccc(NC(=O)c3cnccn3)cc2OC[C@@H](C)N(C)C[C@@H]1C | -2.4
CCNC(=O)C[C@H]1CC[C@@H]2[C@H](COc3ccc(NC(=O)c4cccc(OC)c4)cc3C(=O)N2C)O1 | -1.8
COc1ccc(NC(=O)Nc2ccc3c(c2)C(=O)N([C@@H](C)CO)C[C@@H](C)[C@H](CN(C)C(=O)Nc2ccccc2)OCCCC[C@@H](C)O3)cc1 | -4.7
Cc1ccc(S(=O)(=O)Nc2ccc3c(c2)CC(=O)N([C@@H](C)CO)C[C@H](C)[C@H](CN(C)CC2CC2)O3)cc1 | -1.0
C[C@@H]1CN([C@H](C)CO)C(=O)Cc2cc(NC(=O)c3ccncc3)ccc2O[C@@H]1CN(C)Cc1ccc2c(c1)OCO2 | 0.5
CC(C)C#Cc1cnc2c(c1)C(=O)N([C@H](C)CO)C[C@@H](C)[C@@H](CN(C)C(=O)c1ccccc1F)O2 | 1.9
O=C(C[C@H]1CC[C@H]2[C@@H](COC[C@H](O)CN2Cc2cccc(-c3ccncc3)c2)O1)N1CCOCC1 | 2.3
COc1ccc(NC(=O)N(C)C[C@@H]2Oc3ccc(NC(=O)Nc4ccc(F)cc4)cc3C(=O)N([C@@H](C)CO)C[C@@H]2C)cc1 | 5.1
CC(=O)N(C)C[C@H]1Oc2ncc(-c3cncnc3)cc2C(=O)N([C@H](C)CO)C[C@@H]1C | 0.2
O=C(Nc1ccc(F)cc1)N1C[C@H]2[C@@H](c3ccccc31)[C@@H](CO)N2C(=O)c1ccc(F)cc1 | -3.3
C[C@@H]1CN([C@H](C)CO)C(=O)c2cc(NS(=O)(=O)c3ccc(F)cc3)ccc2O[C@@H]1CN(C)S(=O)(=O)c1ccccc1 | 1.5
C[C@H](CO)N1C[C@H](C)[C@@H](CN(C)C(=O)NC2CCCCC2)Oc2c(NS(=O)(=O)c3ccc(Cl)cc3)cccc2C1=O | 0.3
CN1CCN(C(=O)[C@@H]2[C@@H](CO)[C@@H]3Cn4c(ccc(/C=C/c5ccccc5)c4=O)[C@@H]3N2CC2CC2)CC1 | -0.3
C/C=C/c1cnc2c(c1)C(=O)N([C@@H](C)CO)C[C@@H](C)[C@H](CN(C)C(=O)c1cnccn1)O2 | 4.6
C[C@@H]1CN([C@@H](C)CO)C(=O)c2cc(/C=C/c3ccccc3)cnc2O[C@@H]1CN(C)C(=O)CN(C)C | -0.9
CCNC(=O)[C@@H]1[C@@H](CO)[C@@H]2Cn3c(ccc(-c4cccc(OC)c4)c3=O)[C@@H]2N1C(=O)NC(C)C | -1.1
C[C@@H]1CN([C@H](C)CO)C(=O)c2cc(NS(C)(=O)=O)ccc2O[C@@H]1CN(C)Cc1ccc(-c2ccccc2)cc1 | 2.4
Cc1noc(C)c1NC(=O)N(C)C[C@H]1Oc2ccc(NS(=O)(=O)c3cccs3)cc2C(=O)N([C@@H](C)CO)C[C@@H]1C | -0.4
Cc1noc(C)c1S(=O)(=O)Nc1ccc2c(c1)C(=O)N([C@@H](C)CO)C[C@@H](C)[C@H](CN(C)S(C)(=O)=O)OCCCC[C@@H](C)O2 | -1.8
O=C(Cc1ccccc1)N[C@H]1C=C[C@H](CC(=O)N2CCOCC2)O[C@H]1CO | -2.1
COc1ccccc1S(=O)(=O)N1C[C@H](O)COC[C@H]2O[C@H](CC(=O)O)CC[C@@H]21 | -1.0
CN1C(=O)c2cc(NC(=O)c3cccs3)ccc2OC[C@@H]2O[C@@H](CC(=O)NCC3CC3)CC[C@H]21 | 3.8
COc1ccc(NC(=O)Nc2ccc3c(c2)C(=O)N([C@H](C)CO)C[C@@H](C)[C@@H](CN(C)S(=O)(=O)c2ccc(Cl)cc2)O3)cc1 | -2.6
O=C(C[C@@H]1C[C@H]2c3cc(NC(=O)Nc4ccc(C(F)(F)F)cc4)ccc3O[C@H]2[C@@H](CO)O1)NCc1ccc2c(c1)OCO2 | 0.5
C[C@H](CO)N1C[C@H](C)[C@H](CN(C)C(=O)CCCN(C)C)OCCCC[C@H](C)Oc2ccc(NC(=O)NC3CCCCC3)cc2C1=O | -0.5
COc1ccc(-c2cnc3c(c2)C(=O)N([C@H](C)CO)C[C@H](C)[C@H](CN(C)Cc2ccccc2)O3)cc1 | -1.0&0.9
O=C(NC[C@H]1[C@H](c2ccccc2)[C@H](CO)N1C(=O)Cc1ccncc1)C1CCC1 | -2.2
O=C(C[C@H]1C=C[C@@H](NC(=O)CC2CC2)[C@H](CO)O1)NCc1ccc(-c2ccccc2)cc1 | 0.5
C[C@@H]1CN([C@@H](C)CO)S(=O)(=O)c2ccc(C3=CCCCC3)cc2O[C@@H]1CN(C)S(=O)(=O)c1ccc(F)cc1 | 1.2
CN1C(=O)c2cc(NC(=O)C3CCCC3)ccc2OC[C@H]2O[C@@H](CC(=O)O)CC[C@@H]21 | 1.2
C[C@@H]1CN([C@@H](C)CO)C(=O)c2cccc(NC(=O)c3ccc(-c4nccs4)cc3)c2O[C@H]1CN(C)Cc1ccc(Cl)c(Cl)c1 | 5.0
C[C@@H]1CN([C@H](C)CO)C(=O)Cc2cc(NC(=O)Cn3cnnn3)ccc2O[C@H]1CN(C)Cc1ccc(C(=O)O)cc1 | 0.4
C[C@@H]1CN([C@@H](C)CO)C(=O)c2cc(NS(=O)(=O)c3ccc(Cl)cc3)ccc2O[C@@H]1CN(C)C | -1.3
CCCNC(=O)N(C)C[C@@H]1Oc2cc(C#Cc3cccc(F)c3)ccc2S(=O)(=O)N([C@H](C)CO)C[C@@H]1C | -0.4
C[C@H](CO)N1C[C@H](C)[C@H](CN(C)S(=O)(=O)c2ccccc2)Oc2ccc(NC(=O)Nc3ccc(F)cc3)cc2C1=O | 2.8
CCCC#Cc1ccc([C@H]2[C@H]3CN(CC4CC4)CCCCN3[C@H]2CO)cc1 | -4.4
COc1ccc(-c2ccc([C@H]3[C@H](CO)N4CCCCN(C(=O)Cc5ccncc5)C[C@@H]34)cc2)cc1 | -3.1
COc1ccc(NC(=O)Nc2ccc3c(c2)[C@@H]2C[C@H](CC(=O)NCCc4ccccc4)O[C@H](CO)[C@@H]2O3)cc1 | -3.2
Cc1noc(C)c1NC(=O)Nc1ccc2c(c1)C(=O)N([C@@H](C)CO)C[C@H](C)[C@H](CN(C)S(=O)(=O)c1c(C)noc1C)O2 | 0.1
C[C@@H]1CN([C@@H](C)CO)C(=O)c2cc(NC(=O)c3ccccc3)ccc2O[C@@H](C)CCCCO[C@@H]1CN(C)C(=O)Nc1cccc2ccccc12 | -1.8
C[C@@H]1CN([C@H](C)CO)C(=O)Cc2cc(NC(=O)CCC(F)(F)F)ccc2O[C@H]1CN(C)Cc1ccc(C(=O)O)cc1 | -0.7
COc1ccccc1NC(=O)N[C@@H]1CC[C@@H](CCn2cc(-c3ccccc3OC)nn2)O[C@@H]1CO | 0.9
N#C[C@H]1N[C@@H](CO)[C@@H]1c1ccccc1 | 0.0

Structural class, those above containing a CF3 group.
Compound | Mtb BioA inh
C[C@@H]1CCCCO[C@H](CN(C)Cc2ccc3c(c2)OCO3)[C@H](C)CN([C@H](C)CO)C(=O)c2cc(NC(=O)CCC(F)(F)F)ccc2O1 | -0.9
COC(=O)C[C@H]1C=C[C@@H](NC(=O)Nc2ccc(C(F)(F)F)cc2)[C@@H](CO)O1 | -1.0
O=C(C[C@@H]1C[C@H]2c3cc(NC(=O)Nc4ccc(C(F)(F)F)cc4)ccc3O[C@H]2[C@@H](CO)O1)NCc1ccc2c(c1)OCO2 | 0.5
C[C@@H]1CN([C@H](C)CO)C(=O)Cc2cc(NC(=O)CCC(F)(F)F)ccc2O[C@H]1CN(C)Cc1ccc(C(=O)O)cc1 | -0.7
